Screening data (PubChem BioAssay)
Rat MKP-3 inhibitors: inhibition of rat DUSP6 enzyme activity – biochemical, in vitro, primary screen (AID 425). recombinant MKP-3 phosphatase activity, fluorescence; higher % means a stronger effect. inhibition, % at 20 µM, or IC50 in µM where a hit was titrated. 0.17% of 110,000 active; in the data active means inhibition above about 50%;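 further: plate controls were vehicle for no effect and reference inhibitor for full effect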
Hsp70 displacement: Hsp70 inhibitors, probe displacement, primary screen, biochemical, fluorescence polarization (AID 583); Hsp70 fluorescence polarization probe displacement, mP; higher % means a stronger effect; one-dose displacement, % at 20 µM; IC50 in µM for titrated hits; 0.06% of 140,000 active; in the data active means displacement above about 50%;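 further: plate controls were vehicle for no effect and reference ligand for full effect; a part of the inactive calls stands beside numbers as strong as those of hits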
* hit, by the source's call; nt = no result given; & = joins results of further samples. Some of the compounds tested. The share of hits here may be higher or lower than overall.

SMILES	Rat MKP-3 inhibitors	Hsp70 displacement
O=C1NC(=O)C(=Cc2cc([N+](=O)[O-])cc(Br)c2O)C(=O)N1	-1.5%	9.0%
Cc1nn(C)c(C(=O)N2CCc3ccccc32)c1Cl	nt	4.7%
COC(=O)C1=C(C)N(C)C(C)=C(C(=O)OC)C1c1ccc(C(F)(F)F)cc1	2.5%	2.8%
Cc1ccc(N=C2NC(=O)/C(=C\c3cccc(Br)c3)S2)cc1C	1.2%	1.8%
CN(C)CC1C(=O)N(c2ccccc2)N(c2ccccc2)C1=O	-1.8%	-20.6%
CCC(=O)n1nc(-c2ccccc2)nc1NCc1ccccc1	-10.3%	4.2%
COC(=O)c1nnn(-c2ccccc2)c1N	2.4%	-4.8%
CN1CCN(C(=O)Cn2c(C(F)(F)F)nc3ccccc32)CC1	nt	1.6%
COc1ccc(C2C(=O)c3ccccc3C2=Nc2cccc(C(C)=O)c2)cc1 (stereo not given)	-0.1%	2.9%
Cc1csc2nc(CSc3ccc(Cl)cc3)cn12	-5.7%	2.2%
Cc1oc(-c2ccc(Cl)cc2)[n+]([O-])c1C	-0.3%	-2.0%
O=C(O)COc1ccc(/C=C2\C(=O)NC(=S)N(c3ccc(F)cc3)C2=O)cc1Br	3.7%	-2.5%
CCN1C(=O)C(CC(=O)NCc2ccc(Cl)cc2)N(CC)C1=O (stereo not given)	-8.5%	-2.8%
COC(=O)c1ccccc1NC1=C/C(=N\S(=O)(=O)c2cccs2)c2ccccc2C1=O	nt	8.5%
COc1ccc(C(=O)NCc2cn3ccsc3n2)cc1OC	1.6%	-8.0%
O=C(CN1C(=O)/C(=C/c2cccc(Br)c2)SC1=S)Nc1ccc2c(c1)OCO2	3.5%	3.8%
CC1CCN(C(=O)C2CCN(C(=O)c3cc4sccc4n3Cc3ccc(F)cc3)CC2)CC1	-2.7%	-0.6%
COc1ccc(OC(C)C(=O)Nc2ccccc2F)cc1 (stereo not given)	3.9%	-1.7%
COC(=O)c1cc(Br)c(=O)n(-c2nccs2)c1	-1.8%	4.8%
O=C(Nc1ccc(Cl)cc1)C1CC2c3ccccc3C1c1ccccc12 (stereo not given)	4.3%	-6.8%

Arranged by the number under Rat MKP-3 inhibitors (high to low): some entries from above
SMILES	Rat MKP-3 inhibitors	Hsp70 displacement
O=C(Nc1ccc(Cl)cc1)C1CC2c3ccccc3C1c1ccccc12 (stereo not given)	4.3%	-6.8%
Cc1ccc(N=C2NC(=O)/C(=C\c3cccc(Br)c3)S2)cc1C	1.2%	1.8%
Cc1csc2nc(CSc3ccc(Cl)cc3)cn12	-5.7%	2.2%

Next part.
SMILES	Rat MKP-3 inhibitors	Hsp70 displacement
O=[N+]([O-])c1cccc(S(=O)(=O)N2CCc3ccccc3C2)c1	-1.3%	-2.4%
COCC(=O)Nc1ccc(S(=O)(=O)Nc2cc(C)nc(C)n2)cc1	nt	-2.3%
CCOC(=O)N1CCN(C(=O)c2ccc3c(c2)sc2nc(-c4ccccc4)cn23)CC1	2.9%	-9.6%
COc1ccc2oc(=O)c(C(=O)NCCC3=CCCCC3)cc2c1	2.7%	-3.9%
O=C(N/N=C/c1ccc([N+](=O)[O-])o1)c1ccc(Cl)c(Cl)c1	-0.7%	3.3%
NNC(=O)c1cc(C2CC2)nc2ccc(Br)cc12	2.9%	4.1%
COc1ccc(-n2ccnc2SCC(=O)Nc2ccc(OC)cc2OC)cc1	1.9%	5.2%
CN(CC(=O)Nc1cccc2ccccc12)c1ccc(S(=O)(=O)N2CCOCC2)cn1	nt	2.1%
O=C(O)CCc1ccc(-c2cccs2)n1-c1ccc(C(=O)O)cc1	0.7%	2.3%
O=c1oc2cc(OC/C=C/c3ccccc3)ccc2c2c1CCCC2	6.0%	-2.2%
Cc1cnn(-c2cc(N/N=C/c3ccccc3)ncn2)c1	2.3%	2.1%
COc1ccc(C2CC(c3ccccc3C)n3nc(N)nc3N2)cc1 (stereo not given)	-0.7%	-1.7%
CCOC(=O)CC(=O)CSc1nc(-c2cccnc2)cc(C)c1C#N	-8.5%	5.5%
CN1CCc2cc3c(c4c2C1CC41CCC(=NO)CC1)OCO3 (stereo not given)	0.4%	2.6%
Cc1ccc2[nH]c(=O)c(COC(=O)c3ccccn3)cc2c1	-13.8%	1.4%
Cc1cnc(NC(=O)c2ccc(-c3nc4ccccc4s3)o2)s1	0.3%	6.2%
CCOC(=O)c1c(NC(=O)c2cccs2)sc(C)c1C	0.4%	-0.6%
Cc1ccc2c(c1)-c1cc(C)nn1C(c1ccc3c(c1)OCO3)N2 (stereo not given)	-10.4%	0.4%
Cc1cccc(NC(=S)NN2CCN(C)CC2)c1	nt	-1.6%
Cc1ccc(C2N(c3nccs3)C(=O)C3CCCN32)cc1 (stereo not given)	3.0%	-0.6%
CN1C(=S)SC(C)(C)C1NO (stereo not given)	-1.6%	-9.2%
CCN(CC)S(=O)(=O)c1ccc2c(c1)nc(SCc1nc3ccsc3c(=O)[nH]1)n2CC	-16.8%	-4.2%
COC(=O)COc1ccc2occ(C(C)=O)c2c1	6.8%	1.4%
CN1/C(=C\C(=O)CN2C(=O)NC3(CCCCCC3)C2=O)C(C)(C)c2ccccc21	0.5%	-2.9%
Cc1oc(-c2ccccc2F)nc1CN1CCC(C(=O)NCc2cccs2)CC1	-3.9%	-2.6%
O=S1(=O)CC(O)C(N2CCC(c3ccccc3)CC2)C1 (stereo not given)	-2.2%	-3.8%
CCOc1ccccc1N/C=C(\C#N)c1nc2ccccc2n1C	nt	6.9%
C=CCn1c(=O)c2ccccc2n2c(SCc3nnc(-c4ccccc4Br)o3)nnc12	0.6%	5.4%
NC1=NC(=O)/C(=C/c2cccc(OS(=O)(=O)c3ccc4ccccc4c3)c2)S1	0.6%	-3.4%
CCOc1ccc(CN2CCN(C(=O)c3cccs3)CC2)cc1	2.3%	-4.4%
COc1cc(CNC2CCCC2)cc(OC)c1OC	2.4%	-3.7%
CCCN(CCC)S(=O)(=O)c1ccc(NS(C)(=O)=O)cc1	-8.1%	-2.8%
O=C(NC(=S)Nc1ccc([N+](=O)[O-])cc1)c1ccc(Cl)cc1	3.4%	-3.6%
Cc1c(Br)c(C(F)(F)F)nn1CC(=O)NCc1cccs1	0.5%	0.4%
CCc1ccccc1NC(=S)N(CCN(C)C)C(C)c1ccccn1 (stereo not given)	nt	0.2%
O=C1CSC(=S)N1/N=C/c1c(Cl)cccc1Cl	4.8%	1.8%
CCOC(=O)c1ccccc1Oc1c(F)c(F)nc(NCCO)c1F	nt	-4.3%
COc1ccc(Cl)cc1S(=O)(=O)NCc1cccs1	-6.9%	9.0%
O=C(NCCN1CCOCC1)C1CCC(CNS(=O)(=O)c2ccc(Cl)cc2)CC1 (stereo not given)	nt	3.1%
Cc1nnc(Sc2nc(Sc3nnc(C)s3)nc(N3CCN(C)CC3)n2)s1	-7.4%&2.4%	3.6%&1.1%
O=c1[nH]c(=O)n(Cc2ccco2)c2c1C(C(F)(F)F)(C(F)(F)F)N=C(c1ccco1)N2	-2.6%	3.8%
CN(C)/C=C(\C#N)C(=O)c1cccc(Oc2ccc(Br)cc2)c1	nt	-2.6%
CCOC(=O)c1c(NC(=O)CSc2nnc(-c3cccnc3)o2)sc(C)c1C	-4.3%	-0.5%
COc1ccc(CCNC(=O)/C=C/c2ccc([N+](=O)[O-])cc2)cc1	0.5%	3.9%
O=C(Nc1ccc(OC(F)(F)F)cc1)c1cnc2n(c1=O)CCS2	10.0%	1.3%
Cc1[nH]nc2c1C(c1cc([N+](=O)[O-])ccc1O)C(C#N)=C(N)O2 (stereo not given)	0.5%	-5.5%
CCOC(=O)Nc1cc(C)ccc1OC	-14.0%	9.5%
NC(=O)c1cccc(N=Cc2cc(Cl)cc(Cl)c2O)c1	3.0%	7.6%
Cc1ccc(C(=O)Nc2c(C(=O)N3CCN(Cc4ccccc4)CC3)cnn2-c2ccccc2)cc1	2.2%	-0.1%
COc1ccc(NC(=O)C2C(=O)N(C)C3(C)CC2c2ccccc2O3)cc1 (stereo not given)	-6.0%	2.3%
CCOc1nc(N2CCCCC2)nc(-n2cc(-c3ccccc3)nn2)n1	nt	1.9%
O=C(C1CCCCC1)N1CCN(c2ccccc2F)CC1	-10.6%	7.4%
CCc1nn2c(C)c(C)c(C)nc2c1C	0.5%	0.1%
CCN(CCCNC(=O)CCc1nc(-c2ccc(C)cc2)no1)c1cccc(C)c1	11.0%	0.4%
CC(C)OCC(O)CS(=O)(=O)Cc1ccc(Cl)cc1 (stereo not given)	-3.7%	13.1%
CC1(C)CC2(CC(C)(C)N1)OC(=O)N1CCc3ccccc3C12C (stereo not given)	-2.4%	nt
CCC(C)(C)C1CCc2c(sc(NC(=O)c3ccccc3Br)c2C(N)=O)C1 (stereo not given)	3.1%	-2.2%
O=C(NCc1ccccc1Cl)C1CCN(C(=O)c2sccc2-n2cccc2)CC1	-11.4%	2.5%
N#Cc1cc(C(=O)c2cc(Br)ccc2O)cn(C2CC2)c1=O	-12.3%	-6.7%
CCOC(=O)c1c(C)n(C)c2ccc(OC(=O)c3ccoc3)cc12	8.1%	1.1%

Molecules from the list above that have an aryl thioether with sulfur outside any ring, in the order listed:
SMILES	Rat MKP-3 inhibitors	Hsp70 displacement
Cc1csc2nc(CSc3ccc(Cl)cc3)cn12	-5.7%	2.2%
COc1ccc(-n2ccnc2SCC(=O)Nc2ccc(OC)cc2OC)cc1	1.9%	5.2%
CCOC(=O)CC(=O)CSc1nc(-c2cccnc2)cc(C)c1C#N	-8.5%	5.5%
CCN(CC)S(=O)(=O)c1ccc2c(c1)nc(SCc1nc3ccsc3c(=O)[nH]1)n2CC	-16.8%	-4.2%
C=CCn1c(=O)c2ccccc2n2c(SCc3nnc(-c4ccccc4Br)o3)nnc12	0.6%	5.4%
Cc1nnc(Sc2nc(Sc3nnc(C)s3)nc(N3CCN(C)CC3)n2)s1	-7.4%&2.4%	3.6%&1.1%
CCOC(=O)c1c(NC(=O)CSc2nnc(-c3cccnc3)o2)sc(C)c1C	-4.3%	-0.5%

Later entries.
SMILES	Rat MKP-3 inhibitors	Hsp70 displacement
CC1Cc2ccccc2C(=O)N1 (stereo not given)	-10.2%	-0.9%
COc1ccc(Cl)cc1C(=O)Nc1ccccc1N1CCN(C)CC1	-7.2%	-4.4%
COc1ccc(N2C(=O)C3CCCN3C2c2ccc(F)cc2)cc1Cl (stereo not given)	-7.8%	2.2%
COc1cc(C(N)=O)cc(Br)c1OC	-11.1%	4.8%
Cn1cnnc1SCC(=O)Nc1ccc2nc(SCc3ccccc3Cl)sc2c1	nt	7.1%
O=C(NN1C(=O)c2ccc([N+](=O)[O-])cc2C1=O)c1cccnc1	-0.4%	-7.4%
O=C1Cc2ccccc2C(=O)N1CCc1ccccc1	47.3%	nt
CCOC(=O)N1CCN(C(=O)CS(=O)(=O)c2cn(Cc3ccccc3C)c3ccccc23)CC1	0.8%	1.9%
COc1ccc(N(CC(=O)Nc2ccccc2Cl)S(C)(=O)=O)cc1	-2.8%	0.7%
COc1ccc(S(=O)(=O)/N=C2/NC(=O)/C(=C\c3cc(OC)c(OC)cc3[N+](=O)[O-])S2)cc1	nt	6.3%
Cc1ccc(S(=O)(=O)c2c(C)nn(C(C)(C)C)c2OC(=O)C(C)(C)C)cc1	-6.5%	-5.1%
Cc1cc(C)nc(N2CCC(C(=O)NC3CCCc4ccccc43)CC2)n1 (stereo not given)	-0.2%	5.9%
COc1cccc(OC)c1-c1nn2c(-c3ccccc3Cl)nnc2s1	1.5%	1.1%
O=C(COc1ccccc1)NC1CCC(CC2CCC(NC(=O)COc3ccccc3)CC2)CC1 (stereo not given)	0.2%	2.3%
O=C(c1cc2ccccc2oc1=O)N(Cc1ccco1)C1CCS(=O)(=O)C1 (stereo not given)	-12.6%	1.5%
Cc1cccc(C)c1NC(=O)C1(NC(=O)C2CCCN2C(=O)OC(C)(C)C)CCCCC1 (stereo not given)	-3.0%	-3.3%
CCOC(=O)C1=C(C)NC(=O)/C1=C\c1cccs1	-2.1%	2.3%
CCC(C)N(C)Cc1cccc(C2(O)CCN(S(=O)(=O)c3ccc(F)c(C)c3)CC2)c1 (stereo not given)	nt	-1.1%
COc1ccc(C(=O)NCCSc2ccccn2)cc1	-7.3%&0.3%	-4.4%&-1.1%
CCCCNC(=O)CCC(=O)Nc1ccc2nc(N3CCOCC3)cc(C)c2c1	4.9%	-4.8%
O=C(NC1CCCCC1)c1cc(-c2ccco2)on1	9.1%	4.6%
Cn1c(=O)n(Cc2ccccc2Cl)c2ccccc21	-0.8%	-1.6%
CCOC(=O)CC1=C(C(=O)OCC)C(c2cc(OC)c(OC)cc2OC)C(C#N)=C(N)O1 (stereo not given)	9.2%	4.3%
COC(=O)CNC(=O)CNC(=O)Nc1ccccc1Cl	nt	-1.4%
CCOC(=O)N1CCN(C(=O)CN(c2ccc(C)cc2)S(=O)(=O)c2ccc(F)cc2)CC1	3.0%	-6.5%
O=C(NCCO)C(=O)NCCc1ccccc1	0.4%	3.7%
O=C(CSCc1ccc(F)cc1)N1CCN(c2ccc(F)cc2)CC1	nt	2.6%
Cc1cc(NC(=O)CSc2nc(C(C)C)nc3sc4c(c23)CCCC4)no1	4.5%	-0.4%
CCOc1nc(NCCc2ccc(OC)c(OC)c2)nc(NC(C)(C)CO)n1	0.8%	0.4%
O=C(CSc1nnc(C2COc3ccccc3O2)o1)Nc1nccs1 (stereo not given)	-5.7%	-0.4%
COc1ccc(C)cc1NC(=O)CSc1nnc(-c2ccccn2)n1Cc1ccco1	3.2%	-1.3%
CCc1nc2ccccc2n1Cc1ccc(OC)c(OC)c1	-3.3%	2.6%
COc1ccc(C(NC(=O)c2cccc(OC)c2)NC(=O)c2cccc(OC)c2)cc1	2.6%	-5.3%
O=C(CCc1nc2ccccc2[nH]1)Nc1ccc(F)cc1	-9.6%	-0.3%
COc1ccc(OC)c2[nH]c(=O)c(CCNC(=O)C(C)C)cc12	-3.7%	4.8%
CC(C)(C)C1(C)OC(C(N)=O)C(C(N)=O)O1 (stereo not given)	-1.7%	-3.1%
